Screening results: PubChem BioAssay, several laboratories
KCNQ1 act: potentiators or activators of human KCNQ1 potassium channel; P51787; 0.35% of 310,000 active; B-score at 10 µM; CHO-K1 KCNQ1, thallium flux FluxOR fluorescence; active compounds read high;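 active means fluorescence ratio B-score, a plate-corrected score, at least three library SD, with initial intensity B-score within 5 SD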
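assay system = KCNQ1-transfected CHO-K1 cells | medium = assay buffer with matched DMSO | probe or stimulus = depolarizing K+/Tl+ stimulus, K2SO4 and Tl2SO4 each 12.5 mM in 5x stock | dosing = single dose | incubation = dye 90 min, compound 20 min, room temperature | detection = kinetic FluxOR fluorescence, 10 s baseline plus 110 s post-stimulus | evaluation = ratio B score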
RGS4 inh: human RGS4 inhibition; HEK293 M3R/RGS4 inducible, Fluo-4 calcium flux; active compounds read high; triggered by carbachol at its EC20; B-score at 10 µM; 0.45% of 310,000 active;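 active means B-score, a plate-corrected calcium signal, over three deviations above library mean, with baseline fluorescence within five deviations of library mean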;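 further: RGS4 expression induced by doxycycline in cells with stable M3 receptor; B-score is computed from the integrated fluorescence ratio over baseline after carbachol; higher B-score means a larger calcium signal and so more RGS4 inhibition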
Target sequence (P49798 whole entry, looked up): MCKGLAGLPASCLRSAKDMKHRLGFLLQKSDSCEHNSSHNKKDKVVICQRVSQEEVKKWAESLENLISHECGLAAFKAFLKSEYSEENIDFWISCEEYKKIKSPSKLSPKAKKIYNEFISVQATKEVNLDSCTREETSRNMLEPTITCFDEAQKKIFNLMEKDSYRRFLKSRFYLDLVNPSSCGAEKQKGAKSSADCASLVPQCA
KCNK9 block: inhibitors of human KCNK9 two-pore domain potassium channel; Q9NPC2; HEK293 KCNK9, FluxOR thallium flux fluorescence; active compounds read low; B-score at 10 µM; 1.2% of 310,000 active;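 active means ratio B-score over 3 SD below the library mean, with starting fluorescence within 5 SD of its mean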;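 further: negative B-score means less thallium flux so channel inhibition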
hERG rescue: compounds protecting human hERG from proarrhythmic drug block | 0.51% of 310,000 active | AID 1511 | activation (rescue from dofetilide block), less the hit threshold, % at 10 µM | Q12809 | CHO-hERG, FluxOR thallium flux, dofetilide IC70 present;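 active means activation above the mean of controls blocked by dofetilide plus 5 SD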;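 further: thallium influx through hERG after potassium depolarization seen as dye fluorescence rise; in these data hits start at about 4.7%; inactives centre near -7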
RGS4 pot: RGS4 potentiation or activation; HEK293 M3R/inducible RGS4, carbachol calcium flux Fluo4; active compounds read low; AID 463111; 0.92% of 310,000 active; B-score at 10 µM;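 active means B-score of the integrated calcium signal more than 4 SD below the library mean, with starting fluorescence not abnormally high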;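 further: negative B-score means reduced calcium response which marks RGS4 activation or potentiation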
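Assay system: HEK293 FlpIn-TREx cells, stable M3R, doxycycline-inducible RGS4 / Probe or stimulus: carbachol, ECmax concentration / Times: overnight RGS4 induction, 30 min dye load 37 °C, 20 min compound RT / Signal: kinetic calcium fluorescence imaging with Fluo4-AM dye, 2 µM / Measure: Agonist-evoked peak-minus-minimum fluorescence over baseline, integrated ratio, B score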
SKKanGAS inh: inhibitors of SKKanGAS S. pyogenes growth in kanamycin (SK-promoter or general growth effect) | inhibition, % at 7.5 µM | 1.3% of 300,000 active | BacTiter-Glo, 6 h;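 active means mean replicate score, as percent of positive control median, at least 50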;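 further: strain carries kanamycin resistance gene driven by streptokinase promoter and grows in 40 µg/ml kanamycin; loss of luminescence reflects streptokinase promoter inhibition or plain growth inhibition; 0% = median of DMSO wells and 100% = positive control at its reference dose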
HDAC3 inh: inhibitors of human histone deacetylase 3; AID 2718; 0.15% of 320,000 active; inhibition, % at 8.3 µM; O15379; recombinant HDAC3, fluorogenic peptide/trypsin coupled, fluorescence; in the data active means inhibition above about 26%, passing the limit was not always enough
Target sequence (O15379 whole entry, looked up): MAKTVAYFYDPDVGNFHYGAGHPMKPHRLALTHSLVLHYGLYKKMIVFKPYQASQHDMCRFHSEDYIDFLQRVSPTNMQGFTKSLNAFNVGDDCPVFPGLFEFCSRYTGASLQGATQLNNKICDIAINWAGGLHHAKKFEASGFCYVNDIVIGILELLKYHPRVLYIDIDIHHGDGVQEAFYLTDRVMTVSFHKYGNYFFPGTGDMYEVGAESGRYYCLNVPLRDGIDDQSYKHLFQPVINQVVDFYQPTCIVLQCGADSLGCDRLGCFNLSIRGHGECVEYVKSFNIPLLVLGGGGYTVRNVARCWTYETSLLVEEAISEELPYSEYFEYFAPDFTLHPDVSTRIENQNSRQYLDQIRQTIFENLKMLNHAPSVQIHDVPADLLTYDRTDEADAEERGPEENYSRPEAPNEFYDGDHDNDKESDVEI
KCNQ1 block: blocks the human KCNQ1 potassium channel. B-score at 10 µM. CHO-K1 KCNQ1, FluxOR thallium flux fluorescence; active compounds read high. AID 2642. 1.3% of 310,000 active;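 active means compounds whose thallium flux B-score, printed positive for inhibition, exceeds three library SD while starting fluorescence stays within three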;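 further: channel opened by potassium depolarization with thallium stimulus after 20 min compound exposure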
KCNK3 inh: human KCNK3 channel inhibition, primary screen; O14649; CHO-KCNK3 thallium flux, FluxOR fluorescence; active compounds read low; B-score at 10 µM; 0.84% of 340,000 active; AID 602410;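 active means B-score under library mean minus 4 SD, starting fluorescence ratio at most library mean plus 5 SD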;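 further: more negative B-score means stronger inhibition of thallium flux through KCNK3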
Target sequence (O14649 whole entry, looked up): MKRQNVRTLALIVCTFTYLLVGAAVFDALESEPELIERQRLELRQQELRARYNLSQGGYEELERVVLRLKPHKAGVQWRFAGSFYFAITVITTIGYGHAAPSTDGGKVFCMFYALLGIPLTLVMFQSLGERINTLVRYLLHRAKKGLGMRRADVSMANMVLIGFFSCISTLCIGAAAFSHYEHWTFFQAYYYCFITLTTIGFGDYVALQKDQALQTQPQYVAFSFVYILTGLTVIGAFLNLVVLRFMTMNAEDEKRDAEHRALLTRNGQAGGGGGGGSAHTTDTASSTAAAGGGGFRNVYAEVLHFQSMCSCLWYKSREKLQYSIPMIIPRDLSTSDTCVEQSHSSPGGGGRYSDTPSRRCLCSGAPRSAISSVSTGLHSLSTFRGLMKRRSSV
ANO1 activ: activates or potentiates the mouse TMEM16A chloride channel; B-score at 10 µM; HEK293 TMEM16A/YFP-H148Q/I152L, iodide quench fluorescence; active compounds read low; 0.3% of 340,000 active;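 active means fluorescence-ratio B-score plate-corrected deviation score at least 3 library SD below zero, with starting fluorescence score within 5 deviations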;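 further: channel opened by trigger with iodide after compound preincubation; score built on the fluorescence ratio of max minus min over baseline; more negative score means more quench and so TMEM16A activation or potentiation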
TMEM16A inh: blocks the mouse calcium-activated chloride channel TMEM16A | AID 588511 | normalized B-score (activity score, 25-100; higher = stronger inhibition) at 10 µM | 1.2% of 310,000 active | HEK293 TMEM16A/YFP iodide influx fluorescence, ionomycin | Q8BHY3;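 active means ratio plate-corrected score three or more library SD toward inhibition, starting fluorescence score within five deviations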;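 further: score derived from kinetic fluorescence span divided by baseline fluorescence per well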
* marks the source's active call; other numbers are inactive results; i = inactive; nt = no result given. The list is partial, so the mix of outcomes need not match the whole.

SMILES	KCNQ1 act	RGS4 inh	KCNK9 block	hERG rescue	RGS4 pot	SKKanGAS inh	HDAC3 inh	KCNQ1 block	KCNK3 inh	ANO1 activ	TMEM16A inh
OCC#CC[N+]1(CC#Cc2ccccc2)CCOCC1	i	i	i	-10	i	-9	-4	i	i	i	i
C#C[C@@]1(O)CCC2C3CCC4=C/C(=N/OCC(=O)NC(C(=O)NC(CC(C)C)C(=O)O)C(C)C)CC[C@]4(C)C3CC[C@@]21C (some centres not stated)	i	i	i	-4	i	20	4	i	i	i	i
C[N+](C)(C)CCc1ccc(O)cc1	i	i	i	-7	i	-1	10	i	i	i	i
Nc1c(C(=O)NCCN2CCOCC2)c2nc3ccccc3nc2n1Cc1ccccc1	i	i	i	-3	i	5	-9	i	i	i	i
Fc1ccc(N2CCN(Cc3cc4c(cc3Br)OCO4)CC2)cc1	i	i	i	-5	i	8	-5	i	i	i	i
CCCCn1c(=O)c(C(=O)Nc2ccccc2Cl)c(O)c2ccccc21	i	i	i	-4	i	-2	-3	i	i	i	i
COc1ccc(-c2[nH]ncc2CNC(C)Cc2cccc(C)n2)cc1F (configuration not stated)	i	i	i	-9	i	-2	8	i	i	i	i
O=C(CN1CCCCC1)c1ccc2c(c1)OCO2	i	i	i	-5	i	-13	4	i	i	i	i
CCOC(=O)c1c(/N=C/C2C(=O)NC(=S)NC2=O)sc(C)c1C	i	i	i	-10	i	3	7	i	nt	nt	i
CCC1(c2ccccc2)C(=O)N(C)C(=O)N(C)C1=O	i	i	i	-9	i	1	7	i	i	i	i
CC/C(CC(c1ccccc1)c1c(O)c2ccccc2oc1=O)=N\NC(N)=S (configuration not stated)	i	i	i	-12	i	5	-1	i	i	i	i
O=C(NC1CC2CCCC(C1)N2)c1ccccc1 (configuration not stated)	i	i	i	-7	i	5	11	i	i	i	i
OC(c1ccccc1)(c1ccc(Cl)cc1)C1CN2CCC1CC2 (configuration not stated)	i	i	i	-10	-9.1*	-1	6	i	i	i	i
Cc1nn(Cc2ccccc2)c(Cl)c1C(=O)OCC(=O)Nc1cccc2ccccc12	i	i	i	-2	i	6	-1	i	i	i	i
CN1C(=O)C(=Cc2ccc(Sc3ccccc3)o2)C(=O)N(C)C1=S	i	i	i	-5	i	2	11	i	i	i	i
O=C(c1cc2cc(F)ccc2[nH]1)N1CCC2(CC1)OCCO2	i	i	i	-4	i	4	2	i	i	i	i
CCOc1ccc(Cl)cc1CNCCc1ccc(F)cc1	i	i	i	-17	i	3	-6	i	i	i	i
O=C(COc1ccc2ccc(=O)oc2c1)N1C[C@H]2C[C@@H](C1)c1cccc(=O)n1C2	i	i	i	-5	i	3	9	i	i	i	i
CN(C)C(=O)Oc1cccc(OCc2n(C)c3ccccc3[n+]2C)c1	i	i	i	-4	i	-3	-1	i	i	i	i
CN1CCC(OC(=O)Cc2ccccc2)CC1	i	i	i	-9	i	3	3	i	i	i	i
CNC(=O)Oc1ccc(C(=O)N2c3ccccc3NC(=O)C2C)cc1 (configuration not stated)	i	i	i	-12	i	-2	5	i	i	i	i
CC(Cc1cnccn1)NCc1c(C(=O)N2CCCCCCC2)nc2ccc(Cl)cn12 (configuration not stated)	i	i	i	-12	i	3	4	i	i	i	i
O=C(COC(=O)Cc1ccccc1)NCCNC(=O)COC(=O)Cc1ccccc1	i	i	i	-7	i	9	nt	i	i	i	i
O=C(C1CCC(=O)N1C1CCCC1)N1CCC2(CC1)OCCO2 (configuration not stated)	i	i	i	-5	i	-2	2	i	i	i	i
O=C(NC1CC1)C1CSC(c2cccnc2)=N1 (configuration not stated)	i	i	i	-11	i	2	-3	i	i	i	i
Cc1cccc(OP(=O)(NCc2ccccc2)Oc2cccc(C)c2)c1	i	i	i	-6	i	5	11	i	i	i	i
COc1cccc(NC2=NCCCS2)c1	i	i	i	-2	i	-5	-3	i	i	i	i
C[C@@H]1C[C@H]2OC(=O)C3(CO3)[C@H]2[C@H](O)[C@]2(C)C(=O)C3OC3[C@@H]12 (some centres not stated)	i	i	i	-3	i	-3	-2	i	nt	nt	i
Fc1ccc(CNCCc2ccc3c(c2)OCO3)cc1	i	i	i	-4	i	3	9	i	i	i	i
CN1CCN(C(=O)Cc2nc3ccccc3[nH]2)CC1	i	i	i	-7	i	-6	-5	i	i	i	i
COc1ccc(-n2c(O)c(C=Nc3c(C)n(C)n(-c4ccccc4)c3=O)c(=O)[nH]c2=O)cc1	i	i	i	-7	i	-2	1	i	i	i	i
CCCOc1ccc(N2C(=O)CC(N3CC=C(c4ccccc4)CC3)C2=O)cc1 (configuration not stated)	i	i	i	-11	i	-12	2	i	i	i	i
CC/C(=N\NC(=O)Nc1ccccc1)c1c(O)n(Cc2ccccc2)c(=O)[nH]c1=O	i	i	i	-13	i	-8	3	i	i	i	i
O=C(CCN1CCCCC1)Nc1ccc(Cl)cc1C(=O)c1ccccc1	i	i	i	-12	i	-3	0	i	i	nt	i
C[n+]1c2ccccc2nc2ccc(NCCO)cc21	i	i	i	-6	i	22	0	i	i	i	i
O=C(Cc1ccccc1)Oc1ccccc1N1C(=O)CCC1=O	i	i	i	-8	i	0	5	i	i	i	i
COc1ccc(-c2nn(CCC#N)cc2C(=O)NCc2ccccc2)cc1OC	i	i	i	-11	i	-2	5	i	i	i	i
CN1CCN2c3ccc(N)cc3CC3(C(=O)NC(=O)NC3=O)C2C1 (configuration not stated)	i	i	i	-13	i	-15	nt	i	i	i	nt
O=c1[nH]c(O)c(C=NCCc2ccccc2)c(=O)[nH]1	i	i	i	-3	i	-1	-9	i	i	i	i
Cc1ccc(N2C(=O)/C(=C/c3ccc(CN(CCC#N)S(C)(=O)=O)o3)C(=O)NC2=S)cc1	i	i	i	-6	i	8	8	i	i	i	i
O=c1c2ccccc2nc(/C=C/c2ccc(F)cc2)n1-c1ccccn1	i	i	i	-4	i	3	6	i	nt	nt	i
CCn1c(O)c(C=Nc2ccc(S(N)(=O)=O)cc2)c(=O)[nH]c1=S	i	i	i	-3	i	15	8	i	i	i	i
COc1ccc(C(=O)C23CN4CN(CN(C4)C2)C3)cc1	i	i	i	-9	i	-25	2	i	i	i	i
Cn1cc(C(=O)NP(=O)(N2CCOCC2)N2CCOCC2)c2ccccc21	i	i	i	-7	i	5	2	i	i	i	i
CS(=O)(=O)c1ccc(C(=O)N2CCC(C(=O)O)(c3ccccc3)CC2)cc1	i	i	i	-10	i	1	1	i	i	i	i

Two entries drawn at random from those above:
SMILES	KCNQ1 act	RGS4 inh	KCNK9 block	hERG rescue	RGS4 pot	SKKanGAS inh	HDAC3 inh	KCNQ1 block	KCNK3 inh	ANO1 activ	TMEM16A inh
O=C(COc1ccc2ccc(=O)oc2c1)N1C[C@H]2C[C@@H](C1)c1cccc(=O)n1C2	i	i	i	-5	i	3	9	i	i	i	i
CN1C(=O)C(=Cc2ccc(Sc3ccccc3)o2)C(=O)N(C)C1=S	i	i	i	-5	i	2	11	i	i	i	i

Next part.
SMILES	KCNQ1 act	RGS4 inh	KCNK9 block	hERG rescue	RGS4 pot	SKKanGAS inh	HDAC3 inh	KCNQ1 block	KCNK3 inh	ANO1 activ	TMEM16A inh
Cc1cccc(NC(=O)CSc2nnc([C@@H](N)Cc3c[nH]c4ccccc34)o2)c1C	i	i	i	-12	i	-3	-1	i	i	i	i
N/C(=N\[N+](=O)[O-])N/N=C/c1ccc(O)cc1	i	i	i	-5	i	-21	0	i	i	i	i
CC(=O)Nc1ccccc1OC(=O)N(C)C	i	i	i	-9	i	-14	2	i	i	i	i
CS(=O)(=O)Nc1ccc(Cc2noc(-c3ccc4[nH]cc(CCN)c4c3)n2)cc1	i	i	i	2	i	-2	-1	i	nt	nt	i
Nc1ccccc1N=Cc1c(O)n(CCC2=CCCCC2)c(=O)[nH]c1=O	i	i	i	-12	i	13	7	i	i	i	i
CSc1ncc(Cl)c(C(=O)O)n1 (tested in a mixture with another compound)	i	i	i	-4	i	-5	4	i	i	i	i
CCC(C)(C)n1nnnc1CN1CCC(n2c(C)nc3cc(C(F)(F)F)ccc32)CC1	i	i	i	-1	i	3	-6	i	i	i	i
Cc1ccc(-c2nc(N3CCOCC3)s[n+]2-c2ccccc2)cc1	i	i	i	-6	i	-11	17	i	i	i	i
CC(C(N)=O)N1CC(c2ccc(Cl)cc2)CC1=O (configuration not stated)	i	i	i	-3	i	-7	-6	i	i	i	i
CCOP(=O)(C#CC(C)(C)C)C(O)(c1ccccc1)C(F)(F)F (configuration not stated)	i	i	i	-15	i	-3	2	i	i	i	i
CCCCn1nc(C)c(C(=O)O)c1Cl	i	i	i	-12	i	-6	-3	i	i	i	i
CN1CCN(S(=O)(=O)c2ccc(Cl)nc2)CC1	i	i	i	-5	i	0	-1	i	i	i	i
CC1CCC/C=C/C2CC(O)CC2C(O)/C=C/C(=O)O1 (configuration not stated)	i	i	i	0	i	0	0	i	i	i	i
CN(C)C(=O)Oc1ccc2c(=O)c(Oc3ccccc3Br)coc2c1	i	i	i	0	i	-6	8	i	i	i	i
COC(=O)C1CN(C#N)N(c2ccc(Cl)cc2)C12c1ccccc1-c1ccccc12 (configuration not stated)	i	i	-8.9*	-5	i	67*	12	i	i	i	i
CCC(=NCc1cccnc1)c1c(O)n(-c2ccc(C)cc2)c(=O)[nH]c1=O	i	i	i	-6	i	-2	1	i	i	i	i
COc1ccc(C)cc1NC1=NC(C)(C)CS1	i	i	i	-11	i	-8	nt	i	i	i	i
CCOc1c(Cl)cc(CNC(C)C(O)c2ccccc2)cc1OC (configuration not stated)	i	i	i	-21	i	-6	-9	i	i	i	i
CC12CN3CC(c4ccccc4)(CN(C1)C31CCCCC1)C2=O	i	i	i	-9	i	-2	-3	i	i	i	i
FC(F)(F)/C(=N\P(=S)(N1CCOCC1)N1CCOCC1)N1CCOCC1	i	i	i	-11	i	7	-2	i	i	i	i
O=C(N/N=C/c1c(O)n(Cc2ccc(F)cc2)c(=O)[nH]c1=O)c1ccccc1O	i	i	i	-9	i	97*	5	i	i	i	i
CN1C(=O)C(=Cc2ccc(SC3CCCCC3)o2)C(=O)N(C)C1=O	i	i	i	-6	i	0	-3	i	i	i	i
CC(NS(C)(=O)=O)c1nnc2n1-c1ccc(Br)cc1C(c1ccccc1Cl)=NC2 (configuration not stated)	i	i	i	-3	i	1	4	i	i	i	i
